# ABCB6 inh MLPCN – ABCB6 transporter inhibitors, primary screen, K562-ABCB6 cells, flow cytometry, MLPCN library; ATP-binding cassette sub-family B member 6 (Homo sapiens), Q9NP58; K562-ABCB6 porphyrin accumulation, 1 h; active compounds read low; fluorescence ratio to DMSO, % at 10 µM; 360,000 compounds, 0.19% hits; AID 602162, 2011;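 active means fluorescence ratio to DMSO below 75%, the collection mean minus 3 SD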;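 further: signal is porphyrin accumulated inside mitochondria; 100% equals median channel fluorescence of DMSO control wells; lower ratio means ABCB6 inhibition with less porphyrin fluorescence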
# MC4R barr agon – MC4R agonists recruiting beta-arrestin, primary screen, cell-based, luminescence, agonist arm of biased-ligand search; U2OS MC4R beta-arrestin complementation; percent of melanotan II response, DMSO zero; 360,000 compounds, 0.98% hits; activation, % at 8.9 µM;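 active means activation above a per-plate cutoff, the mean activation of sample wells on that plate plus 3 SD, cut at about 8% in these data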
# Target sequence (P32245 whole entry, looked up): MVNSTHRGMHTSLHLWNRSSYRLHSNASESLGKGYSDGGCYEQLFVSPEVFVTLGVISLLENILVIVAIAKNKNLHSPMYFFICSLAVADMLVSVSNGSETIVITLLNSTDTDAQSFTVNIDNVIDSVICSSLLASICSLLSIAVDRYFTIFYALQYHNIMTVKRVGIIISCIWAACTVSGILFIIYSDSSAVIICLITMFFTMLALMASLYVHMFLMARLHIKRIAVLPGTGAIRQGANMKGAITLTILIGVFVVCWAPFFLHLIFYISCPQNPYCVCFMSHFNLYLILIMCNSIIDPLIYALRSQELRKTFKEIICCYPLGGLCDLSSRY
# Cardio protect – cardioprotection against H2O2-induced cell death, primary screen, uHTS, H9c2 cells, ATPLite luminescence | H9c2 cardiomyocytes, H2O2 injury protection, 2 h | 360,000 compounds, 0.63% hits | protection from H2O2 cell death, % at 20 µM;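 active means compounds giving at least 50% protection of heart cells from peroxide-induced death in the single-dose screen, raw or plate-pattern-corrected value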;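 further: 0% = DMSO wells with peroxide and 100% = DMSO wells without peroxide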
# TLR9-MyD88 block – inhibitors of TLR9-MyD88 association in cells, primary screen, cell-based, CHO, BLA complementation, fluorescence; AID 504734, 2011; 340,000 compounds, 0.21% hits; CCF4 FRET ratio; inhibition, % at 4.98 µM;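 active means inhibition above the mean over all tested compounds plus 3 SD, cut at about 21% in these data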;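 further: 0% = DMSO only wells and 100% = clavulanate BLA inhibitor control wells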
# NOD2-RIPK2 inh – NOD2-RIPK2 binding disruptors in cells, primary screen, fluorescence, CHO cells, BLA complementation | CCF4 ratio | inhibition, % at 4.98 µM | 360,000 compounds, 0.38% hits; in the data active means inhibition above about 21%;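 further: 0% = vehicle only and 100% = reference blocker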
# Target sequence (O43353 whole entry, looked up): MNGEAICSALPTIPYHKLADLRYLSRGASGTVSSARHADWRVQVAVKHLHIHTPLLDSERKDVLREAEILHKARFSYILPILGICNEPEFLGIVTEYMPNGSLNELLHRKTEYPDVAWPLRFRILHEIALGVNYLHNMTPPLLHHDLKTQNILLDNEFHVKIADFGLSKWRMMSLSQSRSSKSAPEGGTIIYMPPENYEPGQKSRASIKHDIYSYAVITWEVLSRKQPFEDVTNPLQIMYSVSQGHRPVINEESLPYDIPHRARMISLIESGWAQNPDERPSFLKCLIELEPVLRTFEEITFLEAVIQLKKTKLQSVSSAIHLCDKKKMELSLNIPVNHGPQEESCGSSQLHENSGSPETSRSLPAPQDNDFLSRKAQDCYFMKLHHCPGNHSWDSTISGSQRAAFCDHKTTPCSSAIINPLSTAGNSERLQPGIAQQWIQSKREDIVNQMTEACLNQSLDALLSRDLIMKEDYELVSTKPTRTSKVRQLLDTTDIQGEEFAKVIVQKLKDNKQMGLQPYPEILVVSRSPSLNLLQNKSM
# Glyco luc inh – increase of ERlucT glycosylation luciferase signal, primary screen, N-linked glycosylation inhibitor project, D54 ERlucT cells, luminescence, set 2; 360,000 compounds, 0.23% hits; reporter increase, % at 12.5 µM; D54 ERlucT glycosylation luciferase reporter, 24 h; percent of 100 nM tunicamycin response;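 active means mean luciferase reporter signal, scaled so untreated is 0 and the glycosylation-blocking control 100, at or above a set limit in every replicate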;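 further: luciferase carries N-glycosylation sites so blocking glycosylation raises the light; 0% = median of neutral control wells and 100% = median of 100 nM tunicamycin wells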
# MC4R antagonist – MC4R antagonists of cAMP signaling, primary screen, cell-based, TR-FRET, antagonist arm of biased-ligand search; Melanocortin receptor 4 (Homo sapiens), P32245; MC4R-expressing cells, MTII-stimulated cAMP, LANCE TR-FRET; inhibition, % at 6.5 µM; 360,000 compounds, 0.48% hits; AID 540295, 2011;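 active means inhibition above its plate's cutoff, the mean of tested wells on that plate plus 3 SD, cut at about 29% in these data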;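 further: 0% = Melanotan II alone and 100% = Melanotan II plus saturating MCL0020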
#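 Material: U2OS-MC4R stable cell line | Reagent: Melanotan II challenge after compound preincubation | Doses: One concentration, 6.5 µM nominal | Incubation: 30-min compound preincubation, 1-h Melanotan II challenge, 1-h detection, room temperature | Signal: TR-FRET cAMP assay | Replicates: One well per compound, no replicates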
# ABHD5 PLIN5 PPI – ABHD5-PLIN5 interaction inhibitors, primary screen, cell lysate, split luciferase complementation, luminescence. Perilipin-5 (Homo sapiens) + 1-acylglycerol-3-phosphate O-acyltransferase ABHD5 (Homo …. Split G. princeps luciferase complementation, 4 h. inhibition, % at 4 µM. 360,000 compounds, 0.78% hits;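 active means inhibition above the mean inhibition across every tested compound plus 3 SD, cut at about 22% in these data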;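 further: 0% = DMSO only wells and the 100% control is not disclosed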
# NCOA2 inhibitor – inhibition of GAL4-SRC2 driven luciferase reporter, primary screen, SRC2 inhibitor project, cell-based, luminescence | Nuclear receptor coactivator 2 (Homo sapiens), Q15596 | HEK293 GAL4-SRC2 luciferase reporter | inhibition, % at 9 µM | 370,000 compounds, 0.17% hits;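 active means inhibition above the mean inhibition of all tested compounds plus 3 SD, set per campaign, cut at about 52% in these data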;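 further: 0% = DMSO treated cells and 100% = cells given Gossypol at 36 µM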
# HTR2A ag – mouse Htr2a agonists via beta-arrestin recruitment, primary screen, cell-based, luminescence | 5-hydroxytryptamine receptor 2A (Mus musculus), P35363 | CHO-K1 mHTR2A beta-arrestin complementation; percent of 30 µM serotonin response | activation, % at 7.6 µM | 360,000 compounds, 0.66% hits;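 active means activation above a run cutoff, the mean activation of all tested compounds plus 3 SD, cut at about 14% in these data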;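 further: 0% = plate median of compound wells and 100% = 30 µM serotonin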
# Starred values were filed as active, the others as inactive; . = not tested or not shown.
# Each structure is followed by: ABCB6 inh MLPCN, MC4R barr agon, Cardio protect, TLR9-MyD88 block, NOD2-RIPK2 inh, Glyco luc inh, MC4R antagonist, ABHD5 PLIN5 PPI, NCOA2 inhibitor, HTR2A ag
CN(CC(=O)Nc1ccc(Cl)c(C(F)(F)F)c1)CC(=O)NC1CCCCC1
    96, 3.4, -20, 2, 5, 0, 8, -12, ., -7
CCC(C)N(C(=O)COC(=O)c1ccc(N)c([N+](=O)[O-])c1)C1CCS(=O)(=O)C1 (configuration not stated)
    98, -1.6, 1, -6, 4, 0, 2, 10, 4, 0
CS(=O)(=O)N(CC(=O)N1CCN(Cc2ccccc2)CC1)c1cccc([N+](=O)[O-])c1
    91, 0.6, -2, -4, -1, 0, 4, 10, 2, 9
COc1cc2c(cc1OC)CN(C(=S)Nc1cccc(Cl)c1C)CC2
    92, 1.3, -6, -6, 0, 0, -4, 5, 15, -1
Cn1c(=NN=Cc2ccccc2OCCO)sc2ccccc21
    97, -0.8, -1, -4, 1, 0, -17, 1, -42, 2
CCCCCn1nnnc1C1c2ccccc2C(=O)N1Cc1ccco1 (configuration not stated)
    96, ., ., ., -4, ., ., -3, -54, -4
N=c1oc2ccc([N+](=O)[O-])cc2cc1C(=O)NCc1ccccc1
    101, 0.1, -1, -3, -12, 0, 8, -3, -5, 1
Cc1nn(-c2ncc(C(F)(F)F)cc2Cl)c(=O)n1-c1ccc(F)cc1
    101, 1.8, 4, 1, -15, 2, 7, -3, 19, -2
COCCn1nnnc1C(c1cccs1)N1CCN(c2nc3ccccc3s2)CC1 (configuration not stated)
    97, 0.5, 2, -10, 2, -4, -2, 0, 5, -5
COc1ccc(CN2C(=O)C(CC(=O)NCc3cccs3)CC(C(=O)N(C(C)C)C(C)C)=C2C)cc1 (configuration not stated)
    98, -1.7, 2, -76, -1, 1, 4, 8, -9, 1
O=C(NC1CCOC1)c1ccc(OC2CCN(CCc3ccccc3)CC2)cc1 (configuration not stated)
    98, -0.4, 8, 1, 1, -3, 1, 3, 10, -7
Cc1cc(OCC(=O)NNC(=O)c2cnccn2)cc(C)c1Cl
    95, -2.9, 26, -8, -3, 1, 8, 1, 18, 1
Cc1cc(OCC(O)CN2CCCC2)ccc1C(C)C (configuration not stated)
    98, 1.1, 6, -4, 0, -2, 10, 3, -4, 2
CCOCCCNC(=O)C(c1ccc(C)cc1)N1CCOCC1 (configuration not stated)
    98, 0.3, 11, 3, 2, -1, 4, -2, -29, -1
O=C(/C=C/c1ccccc1)N/C(=C/c1ccccc1)C(=O)Nc1ccccc1O
    99, -2.3, 3, 14, 13, -2, 0, -4, -21, -5
CCOc1ccc(S(=O)(=O)Nc2ncn[nH]2)cc1
    96, -1.3, -4, -6, 0, 2, 1, 0, -9, 1
O=C(CCN1CCN(Cc2ccccc2)CC1)Nc1ccc(OCc2ccccc2)cc1
    97, -1.5, -18, 1, -5, -5, 3, 9, -10, -3
O=S(=O)(NCC(O)c1ccccc1)c1cc(Cl)sc1Cl (configuration not stated)
    98, -2.8, -7, -5, -2, 1, 1, -4, 1, 4
CCOC(=O)C(NCc1ccco1)(NC(=O)c1ccc(OC)cc1)C(F)(F)F (configuration not stated)
    102, -0.2, 0, -6, -5, 3, 12, 2, 17, 0
COc1ccc(OC)c(CN2CCN(C(=O)CNC(=O)c3ccc(C(C)(C)C)cc3)CC2)c1
    102, 0.1, -2, -4, -3, -2, -2, 3, 6, -5
CC(=O)N1CCN(c2ccc(NC(=O)c3ccc(Cl)c(Cl)c3)cc2)CC1
    100, -1.4, 5, -6, -13, 0, 10, 2, 16, 4
O=C(OCc1cc(=O)n2ccsc2n1)c1ccc(O)cc1O
    96, 0.0, 64*, -10, 1, -5, 6, -3, -31, -2
CN(CC(=O)NC(=O)NCc1ccccc1)Cc1cccc(Cl)c1Cl
    96, -1.2, -5, 5, 1, -3, 3, 2, -22, 0
Cc1ccc(N2C(=O)c3ccc(C(=O)N4CCN(c5ccc(C)c(C)c5)CC4)cc3C2=O)cc1
    82, -2.6, 0, -3, 4, 2, 0, -4, 6, -4
CN(C)S(=O)(=O)n1cnc([C@@H]2[C@H]3C(=O)OC[C@@H]3C[C@@]23N=CN(Cc2ccccc2)C3=O)c1
    101, 0.6, -2, 2, -5, 1, 5, -9, -4, 4
CSc1ncccc1C(=O)Nc1ccc(OC(F)(F)F)cc1
    100, 2.1, -14, 9, 4, -5, -4, -9, -10, -5
O=C(O)C1Cc2[nH]cnc2C(c2ccccc2O)N1 (configuration not stated)
    105, -1.5, 7, 7, -10, -1, 6, -5, -9, -2
O=S(=O)(Nc1nc2ccccc2nc1Nc1ccc2c(c1)OCO2)c1ccc(F)cc1
    100, -0.3, -24, 6, 2, -2, 13, 4, -25, 4
COc1ccc(Cc2c(-c3ccc(OC)c(OC)c3)nc3cc(C)c(Br)c(C)n23)c(C)c1
    115, ., ., ., -9, ., ., 3, -3, 9
O=C(Cc1csc(Nc2nc(=S)[nH]c3ccccc23)n1)NCc1ccccc1Cl
    90, 0.8, -4, -3, 0, 7, 3, 4, 6, 0

# 4 entries from above, set out differently.
> CCC(C)N(C(=O)COC(=O)c1ccc(N)c([N+](=O)[O-])c1)C1CCS(=O)(=O)C1 (configuration not stated)
  ABCB6 inh MLPCN: 98
  MC4R barr agon: -1.6
  Cardio protect: 1
  TLR9-MyD88 block: -6
  NOD2-RIPK2 inh: 4
  Glyco luc inh: 0
  MC4R antagonist: 2
  ABHD5 PLIN5 PPI: 10
  NCOA2 inhibitor: 4
  HTR2A ag: 0

> O=C(Cc1csc(Nc2nc(=S)[nH]c3ccccc23)n1)NCc1ccccc1Cl
  ABCB6 inh MLPCN: 90
  MC4R barr agon: 0.8
  Cardio protect: -4
  TLR9-MyD88 block: -3
  NOD2-RIPK2 inh: 0
  Glyco luc inh: 7
  MC4R antagonist: 3
  ABHD5 PLIN5 PPI: 4
  NCOA2 inhibitor: 6
  HTR2A ag: 0

> COc1cc2c(cc1OC)CN(C(=S)Nc1cccc(Cl)c1C)CC2
  ABCB6 inh MLPCN: 92
  MC4R barr agon: 1.3
  Cardio protect: -6
  TLR9-MyD88 block: -6
  NOD2-RIPK2 inh: 0
  Glyco luc inh: 0
  MC4R antagonist: -4
  ABHD5 PLIN5 PPI: 5
  NCOA2 inhibitor: 15
  HTR2A ag: -1

> O=S(=O)(Nc1nc2ccccc2nc1Nc1ccc2c(c1)OCO2)c1ccc(F)cc1
  ABCB6 inh MLPCN: 100
  MC4R barr agon: -0.3
  Cardio protect: -24
  TLR9-MyD88 block: 6
  NOD2-RIPK2 inh: 2
  Glyco luc inh: -2
  MC4R antagonist: 13
  ABHD5 PLIN5 PPI: 4
  NCOA2 inhibitor: -25
  HTR2A ag: 4

# More structures:
# Each structure is followed by: ABCB6 inh MLPCN, MC4R barr agon, Cardio protect, TLR9-MyD88 block, NOD2-RIPK2 inh, Glyco luc inh, MC4R antagonist, ABHD5 PLIN5 PPI, NCOA2 inhibitor, HTR2A ag
COc1cccc(C2CC(=O)N3CN(c4cccc(Cl)c4C)CSC3=C2C#N)c1OC (configuration not stated)
    98, -0.2, 7, 0, 6, 1, 6, -22, 9, -6
O=C(c1ccc(Cl)cc1)N1CCCC(C(=O)N2CCc3ccccc3C2)C1 (configuration not stated)
    93, -0.5, -2, -6, -10, 2, -1, 2, -2, 3
CC[C@H](C)C(=O)O[C@H]1CCC=C2C=C[C@H](C)[C@H](CC[C@@H]3C[C@@H](O)CC(=O)O3)[C@H]21
    98, 0.9, 0, -2, -1, 54*, 4, 3, -41, -2
Cc1ccccc1OCC(=O)Nc1cccc(C(=O)O)c1
    99, -2.4, -11, 4, -3, -17, 0, 0, -17, 4
O=c1cc(-c2ccc(O)cc2)oc2c(-c3c(O)cc(O)c4c(=O)cc(-c5ccc(O)cc5)oc34)c(O)cc(O)c12
    103, -0.9, 0, -4, -5, 0, 12, -6, 9, -7
O=Cc1ccc(N2CCCC2)c(F)c1
    88, -2.3, -4, 5, -5, 0, -5, -7, 8, 1
CCCCN(C(=O)CSc1nc2ccccc2n1CC)C1CCS(=O)(=O)C1 (configuration not stated)
    98, -1.4, 2, -7, 3, -1, 6, -5, -9, 1
C[C@H](CO)N1C[C@H](C)[C@@H](CN(C)C(=O)Nc2ccc3c(c2)OCCO3)OCc2cnnn2CCCC1=O
    100, -1.4, -1, 5, 2, 0, 6, -7, -27, -7
Cc1ccccc1-c1noc(CCC(=O)NC2CCCCC2)n1
    97, -2.4, -5, -1, 3, -1, 6, 0, -17, 0
CC1CCCCN1C(=O)Cc1ccc(Cl)cc1 (configuration not stated)
    92, 2.7, -1, 0, -2, 0, 16, 2, -23, 0
CC(C)[C@H](NC(=O)N1CCn2c1nc1ccccc12)C(=O)NCc1ccco1
    102, -2.2, -1, -4, -4, -3, 3, 1, -13, 0
O=C(/C=C\N1CCOCC1)c1ccc(Br)cc1
    101, 1.2, -6, 2, -1, -3, 11, 4, -14, 5
CC(C)Oc1ccc(CNCC2(O)CCOC(C)(C)C2)cc1 (configuration not stated)
    91, -2.0, -2, -9, 9, 1, -3, 7, -20, 5
CCOC(=O)c1c(C)[nH]c(C(=O)OCC(=O)NC2CCS(=O)(=O)C2)c1C (configuration not stated)
    105, 1.9, 2, -5, -12, 1, 13, 2, -40, 0
Brc1ccc(CSc2nccn2-c2ccccc2)cc1
    82, 4.4, -1, 10, 22*, -3, -3, -1, -15, -5
Cn1c(NC(=O)c2cccs2)c(-c2cccs2)c(=O)c2ccccc21
    98, -2.4, -1, 5, -9, 4, 2, -3, -4, 1
COc1ccc(C(=O)NC(=S)SCC(=O)O)cc1
    102, 0.0, 1, 3, -5, -1, 23, -6, 4, 7
C[C@H]1[C@H](C)CC[C@]2(C(=O)O)CC[C@]3(C)C(=CC[C@@H]4[C@@]5(C)C[C@@H](O)[C@H](O)C(C)(C)[C@@H]5CC[C@]43C)[C@H]12
    89, 1.3, 2, -10, 7, -1, 2, 0, ., -4
Cc1ccc([N+](=O)[O-])cc1N
    96, 0.0, 2, 1, 1, -1, 11, -2, 12, 1
Cc1ccc(C(=O)NC2CCN(CCCC(=O)c3ccc(F)cc3)CC2)cc1
    90, -0.1, 1, -5, 6, -3, 4, 5, -3, -9

# Source: PubChem BioAssay (several laboratories)

# Not all compounds are listed. The share of hits here may be higher or lower than overall.
